Screens (PubChem BioAssay)
L3MBTL1 block = qHTS Assay for the Inhibitors of L3MBTL1; Lethal(3)malignant brain tumor-like protein 1 (Homo sapiens), Q9Y468; AlphaScreen L3MBTL1–H3K9me1 peptide binding; Potency, µM (highest dose often 57.1 µM), inactives show top-dose activity, negative = inhibition, actives largely listed as inhibitors; actives 0.66% (n = 230,000); note: nearly all actives have a fitted effect of over 60% in size
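Displacement of a biotinylated histone H3(1-15) peptide monomethylated at Lys9 (75 nM) from L3MBTL1 (50 nM) was measured by AlphaScreen after a 30 min room-temperature compound incubation; cefsulodin titration served as intraplate control.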
ALDH1A1 inh = qHTS Assay for Inhibitors of Aldehyde Dehydrogenase 1 (ALDH1A1); Potency, µM (highest dose often 75.3 µM), inactives show top-dose activity, negative = inhibition, most hits filed as inhibitors; Purified ALDH1A1, NADH fluorescence, propionaldehyde substrate; Aldehyde dehydrogenase 1A1 (Homo sapiens), P00352; actives 7.3% (n = 220,000); active = well fitted inhibition curve with a large enough effect, not every such curve was filed as active; inconclusive = small, poorly fitted or top-dose-only effect, or another doubt; inactive = no such curve, though single readings can be large or run the other way;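 note: plate controls were no enzyme wells and a reference inhibitor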
Tau ThT inhib = qHTS for Inhibitors of Tau Fibril Formation, Thioflavin T Binding | actives 2.1% (n = 270,000) | Microtubule-associated protein tau (Homo sapiens), P10636 | recombinant tau K18 P301L, heparin-induced fibrillization, ThT fluorescence | Potency, µM (top dose mostly 57.4 µM), without a hit: at the top dose activity, negative = inhibition, usual class: inhibitors; note: nearly all actives have a fitted effect of over 55% in size
Target sequence (P10636 561-689 P618L limits assumed): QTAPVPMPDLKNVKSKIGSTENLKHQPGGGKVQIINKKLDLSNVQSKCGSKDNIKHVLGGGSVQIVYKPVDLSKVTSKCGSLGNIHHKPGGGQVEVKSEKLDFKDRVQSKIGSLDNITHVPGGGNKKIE
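Heparin-induced fibrillization of the P301L-mutant K18 repeat-domain fragment of human tau was followed by ThT binding in quantitative high-throughput format.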
TR SRC2 fluor cs = Total Fluorescence Counterscreen for Inhibitors of the Interaction of Thyroid Hormone Receptor and Steroid Receptor Coregulator 2. actives 0.29% (n = 280,000). AID 1479, 2009. TRb/SRC2 Texas Red total fluorescence interference. Potency, µM (series often up to 106 µM), for the others: at the top dose fluorescence change, negative = quenching; active = well fitted curve in either direction with a large enough effect; inconclusive = small, poorly fitted or top-dose-only effect
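Human TRb ligand-binding domain at 0.6 uM with 20 nM Texas Red SRC2 peptide in Tris buffer containing 1 uM T3 and 5% DMSO, incubated with compound 5 h at ambient temperature. Total fluorescence (555/632 nm) calculated as parallel + 2 × perpendicular.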
GLA spleen mod = qHTS Assay for Inhibitors and Activators of Human alpha-Galactosidase From Spleen Homogenate; AID 2107, 2009; Potency, µM (series often up to 80 µM), for the others: top-dose activity change, negative = inhibition, most hits filed as inhibitors; actives 0.008% (n = 240,000); human spleen homogenate, 4MU-alpha-Gal fluorescence, 40 min;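 note: 0% = enzyme with vehicle and -100% = no enzyme basal signal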
Target sequence (P06280 32-429 limits assumed): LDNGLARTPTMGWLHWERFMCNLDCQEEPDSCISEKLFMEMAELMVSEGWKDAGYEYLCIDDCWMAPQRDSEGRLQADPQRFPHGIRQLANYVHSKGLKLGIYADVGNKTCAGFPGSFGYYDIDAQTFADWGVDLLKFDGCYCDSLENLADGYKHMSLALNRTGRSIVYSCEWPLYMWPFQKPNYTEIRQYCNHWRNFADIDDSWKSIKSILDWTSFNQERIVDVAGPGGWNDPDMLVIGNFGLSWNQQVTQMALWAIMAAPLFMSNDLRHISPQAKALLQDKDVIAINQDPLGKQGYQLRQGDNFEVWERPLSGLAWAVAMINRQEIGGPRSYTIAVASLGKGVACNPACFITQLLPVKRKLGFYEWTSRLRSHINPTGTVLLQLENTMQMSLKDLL
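Human spleen homogenate (1 ug) as enzyme source, 4-methylumbelliferyl-alpha-D-galactopyranoside 1 mM final, citrate/phosphate pH 5.0 with 0.01% Tween-20. Compounds 40 min at 37C, NaOH/glycine stop; fluorescence Ex 365/Em 440, Hill-fit AC50.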
TRb-SRC2 inh = qHTS for Inhibitors of the Interaction of Thyroid Hormone Receptor and Steroid Receptor Coregulator 2; actives 0.065% (n = 280,000); Thyroid hormone receptor beta (Homo sapiens), P10828; Potency, µM (top dose mostly 106 µM), for the others: at the highest dose activity change, negative = inhibition, hits mostly inhibitors; TRbeta-SRC2 peptide binding, fluorescence polarization; receptor liganded with 1 µM T3;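 note: plate controls were bound peptide for no effect and peptide without receptor for full effect; nearly all actives have a fitted effect of over 50% in size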
Target sequence (P10828 whole entry, looked up): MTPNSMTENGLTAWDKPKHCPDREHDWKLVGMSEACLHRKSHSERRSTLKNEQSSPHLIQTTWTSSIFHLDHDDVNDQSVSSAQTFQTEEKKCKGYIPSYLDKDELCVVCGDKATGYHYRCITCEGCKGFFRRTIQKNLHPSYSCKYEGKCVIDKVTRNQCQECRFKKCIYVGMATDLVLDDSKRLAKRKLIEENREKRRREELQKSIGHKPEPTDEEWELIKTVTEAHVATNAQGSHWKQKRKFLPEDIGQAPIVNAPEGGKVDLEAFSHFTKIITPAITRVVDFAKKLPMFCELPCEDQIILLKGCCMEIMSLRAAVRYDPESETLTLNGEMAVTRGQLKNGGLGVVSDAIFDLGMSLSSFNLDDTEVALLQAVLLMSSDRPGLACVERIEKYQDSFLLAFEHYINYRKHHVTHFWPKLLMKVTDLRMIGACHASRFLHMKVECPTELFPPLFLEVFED
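Polarization signal, normalized between peptide-alone and full complex controls, measured compound effects on T3-liganded human TRb LBD (0.6 uM) binding 20 nM Texas Red SRC2 peptide after 5 hr.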
Tau fluor cs = Counterscreen qHTS for Inhibitors of Tau Fibril Formation, Fluorescence Polarization. tau K18 P301L Alexa594 fluorescence, heparin fibrillization. Potency, µM (titrated, usually from 57.7 µM), for the others: top-dose activity change, negative = decrease. actives 0.93% (n = 280,000); note: nearly all actives have a fitted effect of over 55% in size
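Human tau K18 P301L (15 uM unlabeled, 0.24 uM Alexa 594-labeled) in 100 mM sodium acetate pH 7 with 20 uM heparin, 6 hr at 37 C. ThT 30 uM added, 1 hr ambient; Alexa 594 FP and total fluorescence read at 555/632 nm.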
Tau FP inhib = qHTS for Inhibitors of Tau Fibril Formation, Fluorescence Polarization | Potency, µM (doses to about 57.7 µM), for the others: top-dose activity, negative = inhibition, most hits filed as inhibitors | K18 P301L tau heparin fibrillization, Alexa594 FP, 6 h | Microtubule-associated protein tau (Homo sapiens), P10636 | actives 0.39% (n = 280,000); note: nearly all actives have a fitted effect of over 55% in size
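Heparin (20 uM) drove fibril formation of recombinant tau K18 P301L, 15 uM unlabeled with 0.24 uM Alexa 594 label, for 6 hr at 37 C in 100 mM sodium acetate pH 7. Fluorescence polarization (555/632 nm) read 1 hr after 30 uM ThT.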
Numbers without * were called inactive; u = inconclusive; x = no result given; [ ] = remark or other dose. Unless noted, calls come from the whole dose curve; as a rule, active = well fitted curve in the direction sought with a large enough effect; inconclusive = small, poorly fitted or top-dose-only effect, or another doubt; inactive = no such curve, though single readings can be large; an effect the other way counts as inactive or inconclusive. Unless noted, % is set by controls: 0 for no effect and ±100 for the full control effect; potency is the fitted concentration of half-maximal effect.

SMILES	L3MBTL1 block	ALDH1A1 inh	Tau ThT inhib	TR SRC2 fluor cs	GLA spleen mod	TRb-SRC2 inh	Tau fluor cs	Tau FP inhib
O=C(CCSc1nc2cc(Cl)ccc2o1)N1CCOCC1	-2%	4%	-24%	3%	10%	4%	-14%	0%
O=C(c1cccc(S(=O)(=O)N2CCOCC2)c1)N1CCOCC1	2%	-6%	-1%	1%	1%	1%	8%	3%
O=C(Nc1ccccc1N1CCN(c2ccc(F)cc2)CC1)c1ccccc1	x	u	u	0%	7%	5%	-10%	-4%
Cc1cc(C(=O)CN2CCCCC2)c(C)n1-c1ccc(F)cc1	-5%	-6%	-5%	-2%	-4%	-3%	-3%	-14%
NS(=O)(=O)c1ccc(NC(=O)COC(=O)CCC2CCCC2)cc1	x	-1%	-9%	2%	0%	3%	-11%	-2%
Cc1ccc(C)n1-n1cnc2scc(-c3cccs3)c2c1=O	x	u	-8%	0%	-11%	3%	-2%	6%
CCCn1c2ccc(F)cc2c2nnc(SCCN3CCCCC3)nc21	x	x	u	1%	x	1%	0%	0%
Cc1cc(C)c2nc3c(c(C(=O)O)c2c1)CCC3	x	-4%	-3%	2%	-9%	-2%	2%	0%
Cc1cccc(N2CCN(C(=O)Nc3cn(CC(C)C)c(=O)c4ccccc34)CC2)c1C	x	x	u	1%	x	4%	-3%	1%
N#CCSc1nc2ccccc2c(=O)n1CCCC(=O)NCC1CCCO1 (stereo not given)	-3%	28µM*	-4%	-3%	0%	8%	-2%	-2%
CCOC(=O)c1c(-c2ccc(OCC)cc2)csc1NC(=O)CCN1C(=O)c2ccccc2C1=O	0%	-14%	-12%	0%	1%	11%	-26%	-3%
O=C(O)CCC(=O)N(Cc1ccco1)C1CC(=O)N(c2ccccc2)C1=O (stereo not given)	3%	x	-11%	-1%	0%	-3%	-13%	-5%
COc1ccc2[nH]c(=O)c(CNc3ccccc3)cc2c1	-5%	5%	-9%	-4%	24%	1%	-6%	u
Cc1ccc(C(=O)NCCc2ccc(S(N)(=O)=O)cc2)o1	-4%	9%	-3%	-2%	6%	0%	-10%	6%
N#CCCN(Cc1cccnc1)S(=O)(=O)c1ccc(S(=O)(=O)NC2CCCCC2)cc1	x	u	-10%	-2%	4%	4%	-13%	-3%
O=C(Nc1ccc(Cl)cc1C(=O)Nc1ccc(Br)cn1)c1ccco1	x	u	-14%	-1%	-1%	-6%	-12%	6%
COc1ccc(-c2csc(N3C(=O)CNC3=S)n2)cc1	5%	-15%	-16%	-5%	10%	6%	0%	-2%
CCOC(=O)c1cn(Cc2ccccc2)c2cc(C)nn2c1=O	-3%	u	2%	0%	8%	2%	-3%	-1%
CCCCN(Cc1ccccc1)S(=O)(=O)c1ccc2[nH]c(=O)oc2c1	-1%	5µM*	-1%	1%	-10%	3%	u	-21%
COc1ccc(OCC(O)CNC(=O)c2ccc(OC)cc2)cc1 (stereo not given)	2%[11.4 µM]	u	-4%	-1%	1%	-1%	4%	3%
COc1ccc(/C=C\c2onc(C)c2S(=O)(=O)N2CCC(C(=O)Nc3cccc(OC)c3)CC2)cc1	x	x	0%	-2%	x	-6%	u	u
COc1cccc(CNS(=O)(=O)c2cc3[nH]c(=O)c(=O)[nH]c3cc2C)c1	x	x	-14%	6%	x	11%	-10%	-4%
CC1=C(C(=O)Nc2cccc(C(F)(F)F)c2)C(c2ccccn2)n2ncnc2N1 (stereo not given)	x	x	0%	-2%	x	-1%	-2%	-3%
COc1cccc(C(c2sc3ncnn3c2O)N2CCN(C(=O)c3ccco3)CC2)c1 (stereo not given)	40%[activator]	7%	0%	4%	6%	5%	5%	10%
COc1ccc(CNC(=O)C2CCCN(S(=O)(=O)c3cc(C)ccc3OC)C2)cc1 (stereo not given)	8%	8%	-1%	0%	-1%	-8%	-1%	3%
CC1CCC2C(C)(C)C3CC12CC[C@]3(C)O (stereo not given in full)	x	u	5%	u	11%	-9%	-1%	4%
Cc1cc(SCC(=O)NC(=O)NCc2ccco2)nc2c(C)cccc12	x	22µM*	u	-3%	10%	-8%	-14%	u
CCCOc1ccc(NC(=O)C2OC3OC(C)(C)OC3C3OC(C)(C)OC23)cc1 (stereo not given)	1%	5%	-13%	6%	4%	6%	-8%	-11%
COc1cc(/C=N/N=C(/N)c2nonc2N)cc(Br)c1OCc1ccccc1C	x	-4%	u	-4%	6%	-1%	u	u
CCc1ccc(NC(=O)c2ccc3c(c2)C(=O)N(CCOC)C3Nc2ccc(CC)cc2)cc1 (stereo not given)	-2%	-6%	-4%	-1%	-6%	6%	-9%	0%
COc1cc(OC)c(NC(=O)CC(c2cccs2)N2Cc3ccccc3C2=O)cc1Cl (stereo not given)	x	x	-16%	-2%	x	-4%	u	3%
CN(C)c1nc(-c2ccccc2)ncc1S(=O)(=O)c1ccccc1	22%	u	4%	-3%	-7%	-3%	-21%	-7%
N/C(=N\OC(=O)Cc1ccc(-c2ccccc2)cc1)c1ccccn1	-2%	-9%	-13%	-4%	2%	-12%	-7%	-6%
Oc1c(C(c2ccc(Cl)cc2)N2CCC3(CC2)OCCO3)sc2nc(-c3ccco3)nn12 (stereo not given)	x	x	-11%	1%	x	-4%	-8%	-11%
COc1cc(NC(=O)c2ccc(Br)o2)ccc1NC(=O)c1ccccc1Cl	-11%	u	u	4%	-8%	1%	u	9%
Cc1cccc(-n2cc(-c3ccc([N+](=O)[O-])cc3)[nH]c2=S)c1	-3%	-1%	u	-1%	-8%	9%	-24%	12%
CCC(OC(=O)c1nsc(Cl)c1Cl)C(=O)NCc1ccco1 (stereo not given)	x	u	-10%	0%	7%	-22%	-13%	-23%
Nc1n[nH]c(S(=O)(=O)CCCc2ccccc2)n1	3%	-8%	8%	1%	16%	-1%	3%	-4%
O=c1nc(-c2ccccc2)cc(-c2ccccc2)[nH]1	5%	u	1%	-4%	11%	-8%	5%	4%
Cc1ccc(CC(=O)Nc2cccc([N+](=O)[O-])c2)cc1	-4%	-5%	3%	-1%	0%	-3%	-9%	0%
COc1ccc(C(=O)COc2ccc(F)cc2)c(O)c1	x	x	u	0%	2%	-3%	-29%	-9%
COc1ccc(C(=O)NCC(c2cccnc2)N2CCN(c3ccccc3OC)CC2)cc1 (stereo not given)	x	x	u	-8%	x	-6%	-4%	9%
Cc1ccc2oc(-c3cccc(NC(=O)C4CCCO4)c3)nc2c1 (stereo not given)	7%	u	-15%	0%	-2%	-6%	-14%	-5%
O=C1NC(=Nc2ccccc2)c2ccc([N+](=O)[O-])cc21	5%	-3%	-15%	1%	-1%	-1%	-5%	5%
COc1ccc(/C=C(/NC(=O)c2ccccc2)C(=O)N/N=C/c2ccncc2)c(OC)c1	-1%	-3%	-11%	0%	-4%	-1%	-18%	-10%
NC(=O)Cn1nnc(-c2ccc(NC(=O)c3ccc(F)cc3)cc2)n1	8%	-4%	5%	-1%	-1%	1%	1%	2%
O=C(Nc1cnn(Cc2ccccc2)c1)c1cc2nc(-c3ccco3)cc(C(F)(F)F)n2n1	3%	u	u	0%	14%	1%	-22%	-7%

A different layout for some results above:
| Molecule | L3MBTL1 block | ALDH1A1 inh | Tau ThT inhib | TR SRC2 fluor cs | GLA spleen mod | TRb-SRC2 inh | Tau fluor cs | Tau FP inhib |
| --- | --- | --- | --- | --- | --- | --- | --- | --- |
| Cc1ccc(CC(=O)Nc2cccc([N+](=O)[O-])c2)cc1 | -4% | -5% | 3% | -1% | 0% | -3% | -9% | 0% |
| O=c1nc(-c2ccccc2)cc(-c2ccccc2)[nH]1 | 5% | u | 1% | -4% | 11% | -8% | 5% | 4% |

Compounds shown so far that contain fluorine, in the order listed:
SMILES	L3MBTL1 block	ALDH1A1 inh	Tau ThT inhib	TR SRC2 fluor cs	GLA spleen mod	TRb-SRC2 inh	Tau fluor cs	Tau FP inhib
O=C(Nc1ccccc1N1CCN(c2ccc(F)cc2)CC1)c1ccccc1	x	u	u	0%	7%	5%	-10%	-4%
Cc1cc(C(=O)CN2CCCCC2)c(C)n1-c1ccc(F)cc1	-5%	-6%	-5%	-2%	-4%	-3%	-3%	-14%
CCCn1c2ccc(F)cc2c2nnc(SCCN3CCCCC3)nc21	x	x	u	1%	x	1%	0%	0%
CC1=C(C(=O)Nc2cccc(C(F)(F)F)c2)C(c2ccccn2)n2ncnc2N1 (stereo not given)	x	x	0%	-2%	x	-1%	-2%	-3%
COc1ccc(C(=O)COc2ccc(F)cc2)c(O)c1	x	x	u	0%	2%	-3%	-29%	-9%
NC(=O)Cn1nnc(-c2ccc(NC(=O)c3ccc(F)cc3)cc2)n1	8%	-4%	5%	-1%	-1%	1%	1%	2%
O=C(Nc1cnn(Cc2ccccc2)c1)c1cc2nc(-c3ccco3)cc(C(F)(F)F)n2n1	3%	u	u	0%	14%	1%	-22%	-7%
